Screens as filed in PubChem BioAssay.
MPTP inh: blocks calcium-induced mitochondrial swelling; AID 602449; actives 1.4% (n = 360,000); inhibition, % at 10 µM; isolated mouse mitochondria, Ca2+ swelling absorbance, 30 min;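 active = inhibition of 50% or more, scaled per plate between neutral and stimulator controls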;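 note: 0% = DMSO wells given calcium and 100% = 1 mM EGTA wells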
APOBEC3G inh: APOBEC3G (human) deaminase inhibition | AID 493012 | inhibition, % at 20 µM | actives 0.28% (n = 330,000) | recombinant A3G, ssDNA deamination FAM/TAMRA fluorescence;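 active = inhibition of at least 40% at 20 µM, with no more than 30% in the related APOBEC3A deaminase screen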;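 note: plate controls were DMSO wells with A3G for no effect and wells lacking A3G enzyme for full effect; some compounds called inactive have numbers as strong as hits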
Target sequence (Q9HC16 whole entry, looked up): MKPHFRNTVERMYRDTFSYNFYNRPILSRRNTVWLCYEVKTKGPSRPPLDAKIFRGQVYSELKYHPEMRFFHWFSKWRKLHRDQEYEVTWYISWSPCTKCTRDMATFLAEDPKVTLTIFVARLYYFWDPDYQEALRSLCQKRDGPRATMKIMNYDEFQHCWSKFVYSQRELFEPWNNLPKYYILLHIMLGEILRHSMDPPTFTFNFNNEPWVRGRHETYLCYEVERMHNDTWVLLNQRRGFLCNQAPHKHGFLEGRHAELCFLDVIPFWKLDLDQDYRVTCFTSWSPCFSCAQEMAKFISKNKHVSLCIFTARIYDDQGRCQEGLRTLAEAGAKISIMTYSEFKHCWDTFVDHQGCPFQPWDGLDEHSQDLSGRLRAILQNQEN
MIN6 prolif: inducers of beta-cell replication in MIN6 cells; proliferation, % at 10 µM; MIN6 cells proliferation, ATPlite luminescence, 48 h; cells starved in 0.2% serum; 100% = growth in 10% serum; actives 0.29% (n = 330,000);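 active = compounds whose signal lies at least 3.5 SD above the mean of all wells on their plate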;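 note: 0% = DMSO-treated cells in low-serum medium and 100% = 10% serum control; some compounds called inactive have numbers as strong as hits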
APOBEC3A inh: blocks human APOBEC3A ssDNA deamination; P31941; recombinant A3A, FAM/TAMRA ssDNA deamination fluorescence; inhibition, % at 20 µM; actives 0.41% (n = 330,000); AID 493011;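 active = at least 40% inhibition at 20 µM here, with at most 30% in a related deaminase screen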;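 note: plate controls were A3A with DMSO for no effect and wells lacking A3A enzyme for full effect; some results filed as inactive read as strong as hits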
Target sequence (P31941 whole entry, looked up): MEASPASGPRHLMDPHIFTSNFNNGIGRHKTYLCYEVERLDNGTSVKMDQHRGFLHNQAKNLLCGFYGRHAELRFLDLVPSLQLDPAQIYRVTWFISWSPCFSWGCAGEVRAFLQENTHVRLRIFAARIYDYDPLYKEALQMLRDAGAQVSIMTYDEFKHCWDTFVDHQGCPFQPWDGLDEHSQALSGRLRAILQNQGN
mIAP act: increases mouse intestinal alkaline phosphatase activity. AID 2805. activation factor at 10 µM. muIAP, CDP-Star luminescence, 30 min; stronger effect = higher value; 1 = vehicle-only enzyme signal, 0 = enzyme-free wells. actives 0.24% (n = 330,000);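 active = activation factor of at least 2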; note: the source names both 10 and 20 µM as test concentration; values of inactives mirror those of a sister screen read the other way
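Assay system: mouse IAP enzyme / Compound: DMSO-dissolved test compounds / Timing: 30 min, room temperature / Measured by: luminescence from enzymatic CDP-Star hydrolysis / Control set: DMSO-only wells, enzyme-free buffer wells as negative control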
hIAP inh: human IAP inhibition | inhibition, % at 10 µM | purified IAP, CDP-Star luminescence, 30 min | P09923 | actives 0.12% (n = 330,000) | AID 2544;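 active = inhibition reaching a set limit with compound at 10 µM in the primary screen, cut at about 35% in these data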;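 note: plate controls were DMSO wells with enzyme for no effect and no-enzyme buffer wells for full effect; values of inactives mirror those of a sister screen read the other way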
Target sequence (P09923 whole entry, looked up): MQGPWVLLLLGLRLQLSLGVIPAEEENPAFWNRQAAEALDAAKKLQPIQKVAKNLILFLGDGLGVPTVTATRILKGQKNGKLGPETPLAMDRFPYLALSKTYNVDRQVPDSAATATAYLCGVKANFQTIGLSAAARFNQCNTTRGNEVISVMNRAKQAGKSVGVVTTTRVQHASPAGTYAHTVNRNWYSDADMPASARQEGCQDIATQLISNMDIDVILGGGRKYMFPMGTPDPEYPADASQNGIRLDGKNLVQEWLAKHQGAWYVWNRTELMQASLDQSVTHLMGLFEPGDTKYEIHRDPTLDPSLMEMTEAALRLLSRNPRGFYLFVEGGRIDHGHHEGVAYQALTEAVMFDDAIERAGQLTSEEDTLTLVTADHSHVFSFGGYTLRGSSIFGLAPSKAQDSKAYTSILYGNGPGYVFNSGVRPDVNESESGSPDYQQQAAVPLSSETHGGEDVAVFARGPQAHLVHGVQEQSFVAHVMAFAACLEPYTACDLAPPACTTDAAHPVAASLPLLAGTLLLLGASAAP
GRIN3A LBD mod: NR3A (human) ligand-binding domain modulation; NR3A LBD differential scanning fluorimetry, Tm shift; 0% = protein alone, 100% = glycine-bound protein; Tm shift relative to glycine control, % at 25 µM; actives 2.5% (n = 340,000); AID 1259313;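 active = melting temperature shift of at least 10% of the positive control shift, at one fixed dose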
mIAP block: blocks mouse intestinal alkaline phosphatase | purified mouse IAP, CDP-Star luminescence, 30 min | inhibition, % at 10 µM | actives 0.2% (n = 330,000) | AID 2806;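 active = inhibition of at least 40% at 10 µM in the primary screen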;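 note: plate controls were DMSO with enzyme for no effect and no enzyme wells for full effect; values of inactives mirror those of a sister screen read the other way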
hIAP act: increases human intestinal alkaline phosphatase activity | actives 0.16% (n = 330,000) | AID 2524 | activation factor at 10 µM | purified human IAP, CDP-Star luminescence, 30 min; stronger effect = higher value; 1 = vehicle-only enzyme, 0 = enzyme-free background;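 active = activation factor of the enzyme at least 2-fold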; note: the source names both 10 and 20 µM as test concentration; values of inactives mirror those of a sister screen read the other way
An asterisk follows results filed as active; . = not tested or not shown.

SMILES	MPTP inh	APOBEC3G inh	MIN6 prolif	APOBEC3A inh	mIAP act	hIAP inh	GRIN3A LBD mod	mIAP block	hIAP act
COC(=O)c1ccccc1NC(=O)C1CCN(S(=O)(=O)c2cc(OC)ccc2OC)CC1	4.7	-6	1	-3	0.95	2	4	5	0.98
Cn1c(=O)[nH]c(=O)c2c1nc(CN1CCOCC1)n2CCc1ccccc1	-0.1	0	0	0	0.98	-4	0	2	1
C=CCNC(=O)c1onc(CSc2cccc3ccccc23)c1C(=O)O	1.7	18	-5	1	0.94	-6	-11	6	1.1
Cc1ccc(NC(=O)CSc2nnc3ccccn23)cc1S(=O)(=O)N1CCOCC1	-1.3	-13	-2	-4	1	-4	-1	0	1
COC(=O)/C(=C(O)\C=C\c1ccccc1[N+](=O)[O-])c1nc2ccccc2[nH]1	1.0	-10	0	-4	0.87	1	-7	13	0.99
Cc1cc(C2=NNC(=NC3CCCCC3)SC2)c(C)n1-c1c(C)n(C)n(-c2ccccc2)c1=O	1.2	-4	-4	-2	0.84	5	-2	16	0.95
CC(C)CC(NC(N)=O)C(=O)Nc1ccc(Oc2ccccc2)cc1 (stereo unspecified)	-0.6	-2	-1	-1	1.1	5	0	-12	0.95
COc1ccc(OCCn2cc(/C=C(\C#N)C(=O)NCc3ccco3)c3ccccc32)cc1	2.6	1	-3	2	1	-2	0	-1	1
Cc1c(C)n2c3c(cccc13)CC2	-0.7	-13	-2	-4	1	0	-1	-3	1
NNC(=O)C1COc2cc3ccccc3cc2O1 (stereo unspecified)	1.9	0	0	61*	1.1	-12	-2	-7	1.1
CCN1CCN(S(=O)(=O)c2ccc(Cl)c(C(=O)Nc3nnc(CC(C)C)s3)c2)CC1	3.9	-6	-4	0	0.89	-2	0	11	1
Cc1sc(NC(=O)CSc2nnc(CCNC(=O)c3cccs3)n2C)nc1-c1ccccc1	4.1	-2	-1	-1	1.1	-4	0	-9	1
Cc1ccc2c(c1)C(c1ccccc1)N(C(=O)c1cc3ccccc3oc1=O)CC(=O)N2 (stereo unspecified)	0.4	-2	0	1	0.94	-14	0	6	1.1
CCOC(=O)C1(CCOC)CCN(Cc2ccccc2-c2ccco2)CC1	-0.2	3	3	0	1	10	-1	-3	0.9
CCc1cc(Cn2nc(-c3ccccc3)cc2C(=O)O)on1	-2.7	-2	-3	2	1.1	12	-2	-6	0.88
Cn1c(=O)n(C)c2cc([N+](=O)[O-])c(N3CCN(S(=O)(=O)c4ccc5ccccc5c4)CC3)cc21	1.5	-4	-3	2	0.86	22	-2	14	0.78
O=C(C1CCCC1)N1CCCC(Nc2ccc(F)cc2)C1 (stereo unspecified)	1.2	-4	1	-3	0.89	1	0	11	0.99
c1coc(-c2nnc(-c3ccc4c(c3)OCO4)o2)c1	.	5	-1	7	0.98	-9	.	2	1.1
Cc1cc(C)c(C)c(S(=O)(=O)N2CCN(Cc3nc4ccccc4[nH]3)CC2)c1C	-0.4	-2	-4	4	1	-4	0	-2	1
O=C(CSc1ccc2ccccc2c1)NCc1cccs1	-5.1	-12	0	-4	0.95	-2	0	5	1

Random excerpt: four compounds from above
SMILES	MPTP inh	APOBEC3G inh	MIN6 prolif	APOBEC3A inh	mIAP act	hIAP inh	GRIN3A LBD mod	mIAP block	hIAP act
COC(=O)c1ccccc1NC(=O)C1CCN(S(=O)(=O)c2cc(OC)ccc2OC)CC1	4.7	-6	1	-3	0.95	2	4	5	0.98
CCN1CCN(S(=O)(=O)c2ccc(Cl)c(C(=O)Nc3nnc(CC(C)C)s3)c2)CC1	3.9	-6	-4	0	0.89	-2	0	11	1
Cc1ccc(NC(=O)CSc2nnc3ccccn23)cc1S(=O)(=O)N1CCOCC1	-1.3	-13	-2	-4	1	-4	-1	0	1
COC(=O)/C(=C(O)\C=C\c1ccccc1[N+](=O)[O-])c1nc2ccccc2[nH]1	1.0	-10	0	-4	0.87	1	-7	13	0.99

Next section.
SMILES	MPTP inh	APOBEC3G inh	MIN6 prolif	APOBEC3A inh	mIAP act	hIAP inh	GRIN3A LBD mod	mIAP block	hIAP act
COCC(C)N1CC(O)=C(c2nc(-c3ccc(Cl)cc3)cs2)C1=N (stereo unspecified)	-0.5	-7	-1	1	1.2	-9	3	-16	1.1
CCOc1cc(N2CCOCC2)c(OCC)cc1NC(=O)c1cc(S(=O)(=O)N2CCOCC2)ccc1F	-1.0	-3	-3	-4	0.85	0	-1	15	1
CC(=O)Nc1ccc2sc(NC(=O)CN3CCOCC3)nc2c1	-0.8	-7	-2	-2	1	4	-1	-4	0.96
CC(=O)N1CCN(c2nnc(-c3ccc(C)cc3)c3ccccc23)CC1	-0.1	-4	-5	1	1	0	-1	0	1
O=S(=O)(Nc1nc2ccc(Cl)cc2s1)c1cccs1	1.9	-7	-2	0	0.96	0	2	4	1
Cc1cccc(Nc2nc(N)c(C#N)c(CC#N)c2C#N)c1	1.1	1	0	-1	0.96	18	-2	4	0.82
CCCSc1ccc([C@H]2N[C@@](C)(C(=O)OC)[C@H]3C(=O)N(C)C(=O)[C@@H]23)cc1OC	2.9	0	-4	-2	0.98	-3	-1	2	1
Cc1cccc(N(CC(=O)NCCc2ccccc2)C(=O)c2csnn2)c1	-3.3	-6	2	-5	1	-8	3	-2	1.1
OCCN1CCN(c2cc(-c3ccccc3)c3ccccc3n2)CC1	0.8	-9	-4	1	0.98	6	-3	2	0.94
CC(C)(C)NC(=O)Cn1c(SCC(N)=O)nc2ccccc21	-2.2	-1	5	1	0.97	-2	-2	3	1
CCOC(=O)C1C(=O)OC(C)(C)C1C(C)C(=O)c1ccccc1 (stereo unspecified)	2.4	-3	1	0	1	0	3	0	1
COc1ccc(OC)c(Nc2ncnc3ccccc23)c1	-0.4	-1	-2	1	1.1	2	0	-12	0.98
Cc1cc(Cl)c(S(=O)(=O)N2CCN(c3ccccn3)CC2)cc1OCC(=O)NC1CCCCC1	21	-5	-5	-4	1.2	-31	0	-17	1.3
COc1ccc(CC(=O)Nc2cccc(Cl)c2C)cc1S(=O)(=O)N1CCOCC1	-2.1	1	-1	-1	1	-9	1	-4	1.1
O=C(O)c1ccccc1-c1nc2ccccc2c(=O)[nH]1	-0.2	1	0	0	1.1	16	1	-6	0.84
CCCCCCCCC(=O)NNC(=O)c1c(O)c2ccccc2n(CC)c1=O	11	-9	-4	-2	1	-27	-10	-2	1.3
CCc1cccc(NC(=O)Cn2ncn3c(cc4ccccc43)c2=O)c1	1.0	-9	-1	-4	1.1	-14	-1	-10	1.1
CCOC(=O)c1[nH]c(=O)[nH]c1CSc1ccccn1	1.7	-6	-2	-3	0.91	20	3	9	0.8
Cc1ccc(CSc2sc(C(=O)c3ccccc3)c(N)c2C#N)cc1	-0.1	-8	-4	-5	0.83	7	-10	16	0.93
Cn1nnnc1SCCNC/C=C/c1ccccc1	0.7	-4	-2	2	0.97	9	6	3	0.91
COc1ccc(OCC(O)CNC(=O)Nc2cc(C)cc(C)c2)cc1 (stereo unspecified)	1.6	-8	-1	-2	1.3	-4	1	-26	1
O=S(=O)(Nc1cccnc1)c1ccc2c(c1)OCCO2	-2.5	1	-2	4	1	-21	4	-1	1.2
CC(C)c1ccccc1NC(=O)COC(=O)c1cccnc1	-2.8	-6	-1	-2	0.92	11	-1	8	0.89
CN1CCN(C(N)=NC(=O)c2ccccc2)CC1	-1.5	-4	-2	-2	0.93	-12	-3	7	1.1
Cc1ccc(S(=O)(=O)n2nc(-c3cccnc3)nc2N)cc1	2.8	-2	2	-1	1	-19	1	0	1.2
Cn1cccc1C(=O)OCC(=O)Nc1ccc2[nH]c(=O)[nH]c2c1	-1.2	-5	-1	13	0.97	-4	0	3	1
CC1CN(C(=O)C2CCCN2S(=O)(=O)c2ccc(Cl)cc2)CC(C)O1 (stereo unspecified)	-0.6	-8	0	-2	1	-1	-2	-3	1
COc1ccc(NS(=O)(=O)c2cccc(C(=O)N3CCN(Cc4cc(OC)ccc4OC)CC3)c2)cc1	-1.0	-4	-3	0	0.95	-1	-2	5	1
CC(C)n1nc(C(=O)Nc2ccc3c(c2)OCO3)c2ccccc2c1=O	-0.8	-6	3	-3	0.92	1	1	8	0.99
COc1ccc([N+](=O)[O-])cc1/C=N/Nc1nc(N2CCCCC2)nc(N2CCCCC2)n1	0.7	-5	5	-4	0.93	-11	29*	7	1.1
N#Cc1cccc(C(=O)N(CCc2ccccc2)Cc2cccs2)c1	1.1	-9	0	0	0.98	1	-5	2	0.99
COc1ccc(-c2nnc(SCC(=O)c3cccs3)o2)cc1	2.1	-7	-2	-6	0.94	10	-4	6	0.9
Cc1nn(Cc2c(F)c(F)c(F)c(F)c2F)c(C)c1NC(=O)c1c([N+](=O)[O-])cnn1C	-0.6	3	-3	3	1	-2	1	-4	1
Cc1ccccc1NC(=O)CC1SC(=O)N(c2ccccc2)C1=O (stereo unspecified)	0.0	4	0	3	0.98	12	2	2	0.88
O=C(CN1C(=O)/C(=C/c2ccc(Cl)cc2)SC1=S)NC1C=CS(=O)(=O)C1 (stereo unspecified)	0.7	-3	-3	-1	0.78	-11	3	22	1.1
Cc1cc(=O)n(-c2ccc(Cl)cc2)c(=O)[nH]1	7.6	-1	0	4	1.1	-13	0	-11	1.1
COc1ccc(S(=O)(=O)N2CCC(C(=O)NCc3cccnc3)CC2)cc1Cl	-2.4	-7	-1	-1	0.96	-11	-1	4	1.1
Cc1cccc(N2C(=O)N(c3ccccc3C)C3CS(=O)(=O)CC32)c1 (stereo unspecified)	0.8	-7	2	-3	1	2	-3	-1	0.98
CC1(C)CC2(CCCN3C(=O)CSC32)CCS1 (stereo unspecified)	-2.9	-4	-2	-2	1	6	-1	-4	0.94
Cc1ccc(OCCOCCn2cnc3ccccc3c2=O)c([N+](=O)[O-])c1	-0.3	-8	-2	-4	1	6	2	-4	0.94
CC(=O)c1c(C)nc(-c2ccc(Cl)cc2)nc1N=CN(C)C	0.8	-3	-4	-6	0.98	-11	-5	2	1.1
O=C(NCC(c1ccco1)N1CCCCC1)c1cnc(Cl)c(Cl)c1 (stereo unspecified)	-0.4	-4	-6	-1	1	3	1	0	0.97
Cn1nc(C(C)(C)C)c([N+](=O)[O-])c1C(=O)Nc1cccc2ccccc12	8.0	-3	-3	-3	1	13	-3	-3	0.87
COc1ccccc1CNS(=O)(=O)c1ccc(S(=O)(=O)NC2CC2)cc1	-0.1	-6	0	1	0.9	8	1	10	0.92
Cc1cc(C)n(-c2cccc3cccnc23)n1	0.8	-6	-1	-2	1	10	-1	0	0.9
CC(OC(=O)C1CCN(c2ccc(C(F)(F)F)cn2)CC1)C(=O)Nc1cccc([N+](=O)[O-])c1 (stereo unspecified)	8.5	-2	-7	11	0.97	6	8	3	0.94
O=C(Nc1ccc(Cl)cc1)c1ccc2ncsc2c1	2.0	-4	-4	-2	1	8	24*	0	0.92
Oc1cc(-c2cccnc2)cc2cccnc12	-1.6	-4	-7	-3	1.1	-54	-4	-8	1.5
O=C(c1ccc(COc2ccc(Cl)cc2)o1)N1CCN(Cc2ccc3c(c2)OCO3)CC1	0.4	-5	-5	1	0.93	-2	0	8	1
O=C(NC1=NCCS1)c1ccccc1Cl	1.4	-6	1	-4	1	-6	0	-3	1.1
NC(=O)c1c(NC(=O)C(=O)N2CCOCC2)sc2c1CCC2	-0.5	-4	-2	-5	0.95	13	1	5	0.87
CN(CC(=O)Nc1ccccc1Br)C(=O)Cn1[nH]c(=O)c2ccccc2c1=O	-1.5	-2	0	3	1	-4	0	-1	1
Cc1cc(Cl)c2ccc(Cl)cc2n1	-0.5	-2	-2	-1	0.93	24	0	7	0.76
